Bioassay records (PubChem BioAssay)
HTR5A ag ctr: counter-screen for OPRM1-OPRD1 agonists: human HTR5A agonism | P47898 | HTR5A agonist assay, luminescence, cell-based | activation, % at 9.3 µM | hit rate 0.61% among 340,000; in the data active = activation mostly above about 9.5%, no sharp cut-off; inactive = mostly below about 7.6%;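 also: 0% = cells with vehicle only and 100% = reference agonist; strong numbers were not always called active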
Target sequence (P47898 whole entry, looked up): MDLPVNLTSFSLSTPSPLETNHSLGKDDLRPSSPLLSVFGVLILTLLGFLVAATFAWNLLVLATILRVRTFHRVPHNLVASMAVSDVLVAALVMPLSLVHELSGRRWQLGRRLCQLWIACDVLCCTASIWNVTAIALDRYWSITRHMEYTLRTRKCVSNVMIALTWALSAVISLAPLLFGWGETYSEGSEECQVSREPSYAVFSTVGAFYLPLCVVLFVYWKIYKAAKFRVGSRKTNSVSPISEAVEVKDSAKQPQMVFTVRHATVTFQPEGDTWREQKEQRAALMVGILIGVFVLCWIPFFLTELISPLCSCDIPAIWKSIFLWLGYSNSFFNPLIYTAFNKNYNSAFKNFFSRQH
MOR-DOR ag: OPRM1-OPRD1 heterodimerization agonism. cells, luminescence. P35372+P41143. activation, % at 9.3 µM. AID 504326. hit rate 0.3% among 340,000; in the data active = activation above about 18%;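 also: 0% = vehicle-treated cells and 100% = reference agonist; values of inactives mirror those of a sister screen read the other way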
HTR5A inv ag: HTR5A inverse agonism, opioid heterodimer counter-screen | P47898 | HTR5A cell line, luminescence | inhibition, % at 9.3 µM | hit rate 0.083% among 340,000; in the data active = inhibition mostly above about 23%, no sharp cut-off; inactive = mostly below about 18%;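 also: 0% = cells with DMSO and 100% = no-cell wells with DMSO; some compounds called inactive have numbers as strong as hits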
V-ATPase pH: yeast V-ATPase proton transport regulation by pHLuorin. S. cerevisiae, pHLuorin cytosolic pH fluorescence. response, % at 10 µM. hit rate 0.37% among 350,000; in the data active = response mostly above about 7.3%, no sharp cut-off; inactive = mostly below about 5.4%; also: actives read high; inactives centre near 0; some compounds called inactive have numbers as strong as hits; reference of the scale not given here
Cardiac RTF inh: cardiac RTF calcium desensitization | hit rate 0.12% among 340,000 | inhibition, % at 7.15 µM | IANBD-labeled cardiac RTF, Ca2+ fluorescence | P19429+P45379;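 active = inhibition above the mean inhibition of all tested compounds plus 3 SD, cut at about 17% in these data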;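 also: assay run at fixed EC70 calcium of 1.6 mM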
Keap1-Nrf2 PPI: disrupts human Keap1 binding to Nrf2 peptide; hit rate 0.15% among 340,000; Keap1 Kelch-Nrf2 peptide fluorescence polarization, 1536-well; inhibition, % at 9.4 µM; Q14145; in the data active = inhibition above about 12%;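 also: human Keap1 Kelch domain with fluorescein labeled Nrf2 9mer peptide probe; 0% = neutral control wells and 100% = peptide positive control; higher means more block of Keap1 binding to Nrf2 peptide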
CAL PDZ FP: CAL PDZ (human) peptide binding inhibition; Q9HD26; inhibition, % at 24.9 µM; AID 602252; hit rate 0.92% among 300,000; purified CAL PDZ, TMR-peptide fluorescence polarization, 1 h;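 active = mean inhibition of at least 30% with at least half of replicates also reaching 30%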;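 also: 0% = DMSO neutral control and 100% = excess unlabeled competitor peptide PRC23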
C-LANA FP: blocks KSHV LANA C-terminal domain binding to DNA; hit rate 0.078% among 340,000; AID 504423; MBP-C-LANA/FAM-LBS DNA binding, fluorescence polarization; inhibition, % at 9 µM;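 active = highest replicate inhibition at or above 60% at 9 µM, even if other replicates fall short; inactive = all replicates below 60% inhibition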;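 also: 0% = neutral control wells and 100% = 4 µM acridine orange control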
MOR-DOR inv ag: inverse agonist of human OPRM1-OPRD1 heterodimerization. P35372+P41143. cell-based MOR-DOR heterodimer luminescence, inverse agonism. inhibition, % at 9.3 µM. hit rate 0.21% among 340,000. AID 504357; in the data active = inhibition above about 22%, passing the limit was not always enough;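 also: 0% = cells with DMSO and 100% = wells without cells with DMSO; values of inactives mirror those of a sister screen read the other way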
RTF Ca sens act: increases calcium sensitivity of human cardiac regulated thin filaments; activation, % at 7.2 µM; P19429+P45379; IANBD-labeled TnC RTF fluorescence at EC20 calcium; 0% EC20 calcium, 100% full calcium; hit rate 0.24% among 340,000;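 active = activation above the mean over all tested compounds plus 3 SD, cut at about 30% in these data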;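 also: rise in fluorescence read as greater calcium sensitivity of cardiac thin filaments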
Starred values were filed as active, the others as inactive; x = not tested or not shown.

Key to letters: A = HTR5A ag ctr; B = MOR-DOR ag; C = HTR5A inv ag; D = V-ATPase pH; E = Cardiac RTF inh; F = Keap1-Nrf2 PPI; G = CAL PDZ FP; H = C-LANA FP; I = MOR-DOR inv ag; J = RTF Ca sens act
Compound: COc1ccccc1/C=C/C=N/NC(=O)Cc1cccs1
  A: -3.4 | B: 0.9 | C: 9.1 | D: 1.4 | E: -5.7 | F: 1.7 | G: -3.2 | H: 0.0 | I: -5.7 | J: -2.4
Compound: Cc1c(N)cccc1Cl
  A: -2.2 | B: -2.3 | C: 9.4 | D: -2.9 | E: 1.1 | F: 1.2 | G: -0.4 | H: -1.9 | I: 12.4 | J: -6.2
Compound: O=C(NCC(=O)N1CCN(S(=O)(=O)c2ccccc2F)CC1)c1ccc2ccccc2c1
  A: 2.7 | B: 0.6 | C: -30.6 | D: -2.7 | E: 1.1 | F: -1.9 | G: -0.9 | H: 0.3 | I: -3.6 | J: 7.4
Compound: CCCCc1ccc(S(=O)(=O)NNC(=S)NCc2ccco2)cc1
  A: 1.3 | B: 0.2 | C: -3.5 | D: 3.3 | E: -5.0 | F: -1.8 | G: 2.0 | H: -0.4 | I: -0.9 | J: 1.9
Compound: C=CCOC(=O)C1=C(C)NC(=O)NC1c1ccc2c(c1)OCO2 (stereo unspecified)
  A: -2.1 | B: -0.7 | C: -24.3 | D: 0.4 | E: 3.0 | F: -0.2 | G: x | H: -0.4 | I: 3.5 | J: -0.5
Compound: CCOC(=O)N1CCN(Cc2nc3ccc([N+](=O)[O-])cc3c(=O)n2-c2cccc(OC)c2)CC1
  A: 0.5 | B: 3.7 | C: -0.1 | D: -2.2 | E: -5.0 | F: -2.5 | G: 11.4 | H: -1.5 | I: -19.0 | J: -1.8
Compound: NC(=O)NC(=O)COC(=O)c1ccccc1Oc1ccccc1
  A: 11.4 | B: -0.5 | C: 6.5 | D: -0.4 | E: 0.3 | F: -3.2 | G: -2.4 | H: 0.6 | I: 2.3 | J: 1.4
Compound: CCCNC(=O)NCCc1c(C)[nH]c2ccccc12
  A: 7.5 | B: 0.0 | C: -20.9 | D: -0.8 | E: -6.2 | F: 4.9 | G: x | H: 2.3 | I: 0.1 | J: 6.7
Compound: COc1ccccc1-c1nc2ccccc2c(=O)n1NC(=O)c1cccs1
  A: 2.0 | B: -1.7 | C: -6.8 | D: 1.0 | E: 2.2 | F: -2.4 | G: 5.2 | H: -0.6 | I: 8.8 | J: 1.4
Compound: CCSc1nc(N)c2c(C)c(C)sc2n1
  A: -0.1 | B: -2.1 | C: -16.9 | D: -2.6 | E: 4.5 | F: -2.0 | G: 6.0 | H: -0.5 | I: 12.8 | J: 0.8
Compound: COc1ccc(S(=O)(=O)N2CCC(C(=O)N[C@@H](C)C(=O)NCc3ccc(F)cc3)CC2)cc1
  A: -0.2 | B: -1.1 | C: 5.2 | D: -1.9 | E: -7.5 | F: -2.6 | G: -0.7 | H: 1.3 | I: 5.7 | J: -3.1
Compound: CSC1=N/C(=C\c2ccc3c(c2)OCO3)C(=O)S1
  A: -3.0 | B: -1.2 | C: 6.6 | D: 0.1 | E: 1.3 | F: -0.2 | G: -1.5 | H: 0.9 | I: 6.0 | J: 1.9
Compound: COc1ccc(CN2CCC(n3nccc3NC(=O)C3CCCC3)CC2)c(OC)c1
  A: -2.2 | B: -4.3 | C: 1.7 | D: -2.6 | E: -4.5 | F: -4.4 | G: -0.7 | H: 0.5 | I: 14.0 | J: 1.1

In another format: results already given.
smiles	HTR5A ag ctr	MOR-DOR ag	HTR5A inv ag	V-ATPase pH	Cardiac RTF inh	Keap1-Nrf2 PPI	CAL PDZ FP	C-LANA FP	MOR-DOR inv ag	RTF Ca sens act
Cc1c(N)cccc1Cl	-2.2	-2.3	9.4	-2.9	1.1	1.2	-0.4	-1.9	12.4	-6.2
O=C(NCC(=O)N1CCN(S(=O)(=O)c2ccccc2F)CC1)c1ccc2ccccc2c1	2.7	0.6	-30.6	-2.7	1.1	-1.9	-0.9	0.3	-3.6	7.4
CCCCc1ccc(S(=O)(=O)NNC(=S)NCc2ccco2)cc1	1.3	0.2	-3.5	3.3	-5.0	-1.8	2.0	-0.4	-0.9	1.9
C=CCOC(=O)C1=C(C)NC(=O)NC1c1ccc2c(c1)OCO2 (stereo unspecified)	-2.1	-0.7	-24.3	0.4	3.0	-0.2	x	-0.4	3.5	-0.5
CCOC(=O)N1CCN(Cc2nc3ccc([N+](=O)[O-])cc3c(=O)n2-c2cccc(OC)c2)CC1	0.5	3.7	-0.1	-2.2	-5.0	-2.5	11.4	-1.5	-19.0	-1.8
NC(=O)NC(=O)COC(=O)c1ccccc1Oc1ccccc1	11.4	-0.5	6.5	-0.4	0.3	-3.2	-2.4	0.6	2.3	1.4
CCCNC(=O)NCCc1c(C)[nH]c2ccccc12	7.5	0.0	-20.9	-0.8	-6.2	4.9	x	2.3	0.1	6.7
COc1ccccc1-c1nc2ccccc2c(=O)n1NC(=O)c1cccs1	2.0	-1.7	-6.8	1.0	2.2	-2.4	5.2	-0.6	8.8	1.4

This is a random part of the collection. About 2.8% of those tested had a hit in this group.
